# Bioassay records: PubChem BioAssay, Broad Institute
# STK33 kin inh: inhibitors of human STK33 kinase; Q9BYT3; ADP-Glo luminescence, MBP substrate; inhibition, % at 12.5 µM; 27,000 compounds, 0.44% hits; in the data active = inhibition above about 20%; inconclusive = no clear call, values can overlap the other calls
# Target sequence (Q9BYT3 whole entry, looked up): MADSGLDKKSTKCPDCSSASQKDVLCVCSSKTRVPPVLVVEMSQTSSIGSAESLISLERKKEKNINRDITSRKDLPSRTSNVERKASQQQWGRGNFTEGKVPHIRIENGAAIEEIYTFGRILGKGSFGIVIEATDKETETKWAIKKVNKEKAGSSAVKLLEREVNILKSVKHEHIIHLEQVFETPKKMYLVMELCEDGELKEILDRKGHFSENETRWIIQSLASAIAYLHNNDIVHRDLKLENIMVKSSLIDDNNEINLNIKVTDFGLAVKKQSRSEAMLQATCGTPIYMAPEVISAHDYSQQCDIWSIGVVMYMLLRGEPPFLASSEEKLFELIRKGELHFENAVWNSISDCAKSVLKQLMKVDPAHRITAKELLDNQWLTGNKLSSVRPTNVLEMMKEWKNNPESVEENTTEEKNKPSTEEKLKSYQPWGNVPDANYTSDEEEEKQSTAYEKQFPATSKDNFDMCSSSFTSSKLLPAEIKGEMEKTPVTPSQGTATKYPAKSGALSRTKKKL
# mut p53 react: restores mutant p53 pathway signaling in SW480 cells. AID 624151. SW480 PUMA-promoter luciferase, p53 mutant reactivation. 28,000 compounds, 1.5% hits. activation, % at 9.98 µM; in the data active = activation above about 52%; inconclusive = no clear call, values can overlap the other calls
# * = called active by the depositor; ? = inconclusive; . = no result given.
# Fields: STK33 kin inh, mut p53 react
(1) OCCN1CCN(CC#CCn2c3ccccc3c3ccccc32)CC1
  ., -10
(2) CC(=O)Oc1ccc(O)cc1
  -8, .
(3) CC(C)NC(=O)N(C)C[C@H]1Oc2cc(C#Cc3ccccn3)ccc2S(=O)(=O)N([C@@H](C)CO)C[C@@H]1C
  ., -2
(4) CCC(=O)Nc1ncc2c(n1)CC(C)(C)CC2=O
  1, .
(5) C[C@H](CO)N1C[C@H](C)[C@H](CN(C)C(=O)c2ccncc2)Oc2cc(/C=C/c3ccccc3)ccc2S1(=O)=O
  ., 2
(6) O=C(COc1ccc([N+](=O)[O-])cc1)Nc1ccc2oc(-c3cccc(Br)c3)nc2c1
  0, 3
(7) C[C@@H]1CN([C@@H](C)CO)C(=O)c2cc(NS(=O)(=O)c3cccs3)ccc2O[C@@H](C)CCCCO[C@H]1CN(C)C(=O)CCCN(C)C
  ., -8
(8) COc1cc(CCC(C)NC(=O)c2ccco2)ccc1OC(=O)c1ccco1 (centres undefined)
  0, .
(9) Cc1nn(CC(=O)Nc2ccc(C#N)cc2)c(C)c1[N+](=O)[O-]
  -1, 1
(10) C[C@H]1CCCCO[C@@H](CN(C)C)[C@@H](C)CN([C@@H](C)CO)C(=O)c2cc(NC(=O)Nc3cccc4ccccc34)ccc2O1
  ., 3
(11) Cc1sc(NC(=O)COc2ccc(Cl)cc2Cl)c(C(N)=O)c1C
  -10, 38
(12) COC(=O)c1cc(CO)cc(O)c1C(=O)c1c(O)cccc1O
  4, 3
(13) COc1ccc(C(=O)CSc2nnc(-c3ccc(OC)c(OC)c3)n2-c2ccc(C)cc2)cc1
  1, 5
(14) CNC[C@H]1Oc2ccc(NC(=O)Nc3ccc4c(c3)OCO4)cc2C(=O)N([C@@H](C)CO)C[C@@H]1C
  5, -4
(15) CC(C)C#Cc1ccc2c(c1)O[C@H](CN(C)C(=O)c1cnccn1)[C@H](C)CN([C@@H](C)CO)S2(=O)=O
  ., 4
(16) COc1ccc(C)cc1S(=O)(=O)N(C)CC(=O)N1CCN(C)CC1
  1, -10
(17) C[C@H]1CN([C@@H](C)CO)C(=O)Cc2cc(NS(=O)(=O)c3cccs3)ccc2O[C@H]1CN(C)C(=O)Nc1ccc(F)cc1
  5, .
(18) C[C@@H]1CN([C@H](C)CO)C(=O)CCCn2cc(nn2)CO[C@@H]1CN(C)Cc1cccc2c1OCCCO2
  0, -1
(19) CCOC(=O)C1=C(C)NC(=O)C1(NC(=O)c1cccnc1)C(F)(F)F (centres undefined)
  -7, -5
(20) C[C@H]1CN([C@@H](C)CO)C(=O)Cc2cc(NC(=O)Cc3ccccc3)ccc2O[C@H]1CN(C)S(=O)(=O)c1ccccc1
  -1, .
(21) C[C@H](CO)N1C[C@H](C)[C@@H](CN(C)C(=O)c2ccccc2)OCc2cnnn2CCCC1=O
  2, 1
(22) C[C@H](CO)N1C[C@H](C)[C@H](CN(C)S(=O)(=O)c2ccc(F)cc2)Oc2ccc(NS(=O)(=O)c3cccs3)cc2CC1=O
  0, .
(23) C[C@H](CO)N1C[C@H](C)[C@H](CN(C)Cc2ccncc2)Oc2ccc(NC(=O)CCC(F)(F)F)cc2C1=O
  1, .
(24) Cc1noc(C)c1NC(=O)Nc1ccc2c(c1)CC(=O)N([C@@H](C)CO)C[C@@H](C)[C@@H](CN(C)C(=O)Nc1ccc3c(c1)OCO3)O2
  0, .
(25) COc1cc2c(cc1O)C=[N+](Cc1cccc(OC(F)(F)F)c1)CC2
  -2, .
(26) NC(=O)[C@H]1[C@@H]2C(=O)O[C@@H](c3ccccc3)[C@@H](c3ccccc3)N2[C@@H](c2ccccc2OCCO)[C@]12C(=O)Nc1ccccc12
  ?, .
(27) OC(COc1ccccc1F)Cn1cnc2ccccc21 (centres undefined)
  1, 45
(28) CC(C)NC(=O)Nc1ccc2c(c1)C(=O)N([C@H](C)CO)C[C@H](C)[C@H](CN(C)Cc1ccc(Cl)c(Cl)c1)OCCCC[C@@H](C)O2
  2, .
(29) CNC[C@@H]1Oc2ccc(NC(=O)C3CCCCC3)cc2C(=O)N([C@@H](C)CO)C[C@H]1C
  0, .
(30) Cc1[nH]c(=S)[nH]c(=O)c1Cc1ccc(C(=O)O)o1
  -2, 0
(31) C[C@@H]1CN([C@H](C)CO)C(=O)c2cc(NS(=O)(=O)c3cn(C)cn3)ccc2O[C@@H]1CN(C)C(=O)NC1CCCCC1
  ., 4
(32) Cc1ccc(NC(=O)CSc2nnc(-c3ccncc3)n2C)c(Br)c1
  -5, 1
(33) COc1ccc(C#Cc2ccc3c(c2)O[C@@H](CN(C)C(=O)c2ccccn2)[C@H](C)CN([C@@H](C)CO)S3(=O)=O)cc1
  ., -7
(34) COc1ccc(-c2nc(N)ncc2-c2cscn2)c(O)c1
  ., -7
(35) Cc1cc(C(=O)Nc2cccc3c2O[C@@H](CN(C)CC2CC2)[C@H](C)CN([C@@H](C)CO)C3=O)n(C)n1
  ., 2
(36) Cc1noc(C)c1S(=O)(=O)N(C)C[C@@H]1Oc2ccc(NC(=O)CCCN(C)C)cc2C(=O)N([C@@H](C)CO)C[C@@H]1C
  ., 1
(37) C[C@@H]1CCCCO[C@H](CN(C)S(=O)(=O)c2ccccc2)[C@@H](C)CN([C@H](C)CO)C(=O)c2cc(NC(=O)c3ccncc3)ccc2O1
  -1, .
(38) O=C(COc1ccc(Br)cc1)Nc1cccc(-c2nnc(-c3ccccc3)o2)c1
  -2, 109*
(39) CCCNC(=O)N(C)C[C@@H]1Oc2ncc(-c3cccc(C#N)c3)cc2C(=O)N([C@@H](C)CO)C[C@H]1C
  ., 0
(40) Cc1ccccc1-c1nnc(-c2cc(C(C)(C)C)nn2Cc2ccc(F)cc2)o1
  0, .
(41) COc1ccc(CN(C)C[C@H]2Oc3ccc(NC(=O)Cn4cnnn4)cc3CC(=O)N([C@H](C)CO)C[C@@H]2C)cc1
  ., 1
(42) Cc1cccc(S(=O)(=O)N(C)C[C@H]2OCc3ccccc3-c3c(n(C)c4ccccc34)C(=O)N([C@@H](C)CO)C[C@H]2C)c1
  ., -30
(43) Cc1cc(C(=O)Nc2cccc3c2O[C@H](CN(C)C(=O)NC2CCCCC2)[C@H](C)CN([C@H](C)CO)C3=O)n(C)n1
  ., -6
(44) C[C@@H]1CN([C@@H](C)CO)C(=O)c2cc(NC(=O)Cc3ccccc3)ccc2O[C@@H](C)CCCCO[C@@H]1CN(C)C(=O)Nc1ccccc1
  ., -4
(45) CNC[C@H]1Oc2ccc(N(C)C)cc2C(=O)N([C@@H](C)CO)C[C@@H]1C
  ., 0
(46) CC(NS(=O)(=O)c1ccc(F)cc1)C(=O)Nc1ccc(C(N)=O)cc1 (centres undefined)
  3, -9
(47) COc1ccc(OC)c(NC(=O)CSc2nnc(-c3ccc(Cl)cc3Cl)n2C)c1
  1, -5
(48) C[C@@H]1CN([C@H](C)CO)C(=O)c2cc(NC(=O)Cc3cn(C)c4ccccc34)ccc2O[C@@H]1CN(C)CC1CC1
  ., 0
(49) O=C(COc1ccccc1[N+](=O)[O-])Nc1ccc2oc(-c3ccccc3F)nc2c1
  5, 11
(50) Cc1noc(C)c1S(=O)(=O)Nc1ccc2c(c1)C(=O)N([C@H](C)CO)C[C@H](C)[C@@H](CN(C)C(=O)NC1CCCCC1)O2
  ., 2
(51) Cc1nnc2sc(-c3ccccc3NC(=S)NC(=O)CC34CC5CC(CC(C5)C3)C4)nn12
  7, 0
(52) C[C@H](CO)N1C[C@H](C)[C@@H](CN(C)C(=O)Nc2ccc(-c3cccs3)cc2)OCc2cnnn2CCCC1=O
  -2, .
(53) Cc1cc(=O)[nH]c(Nc2nc(C)c3cccc(C)c3n2)n1
  -1, -68
(54) Cc1noc(C)c1NC(=O)N(C)C[C@@H]1Oc2c(NC(=O)Nc3ccc(C(F)(F)F)cc3)cccc2C(=O)N([C@H](C)CO)C[C@H]1C
  ., 1
(55) CNC[C@H]1OCCCC[C@H](C)Oc2ccc(N)cc2C(=O)N([C@@H](C)CO)C[C@@H]1C
  ., -5
(56) COc1ccc(S(=O)(=O)Nc2ccc3c(c2)C(=O)N([C@H](C)CO)C[C@H](C)[C@H](CN(C)CC2CCCCC2)OCCCC[C@@H](C)O3)cc1
  -1, .
(57) CCn1c(SCC(=O)Nc2ccc(OC)c(Cl)c2)nnc1-c1ccc(C)cc1
  2, -6
(58) Cc1ccc2c(c1O)C(=O)c1ccc(O[C@@H]3O[C@H](CO[C@@H]4OC[C@@H](O)[C@H](O)[C@H]4O)[C@@H](O)[C@H](O)[C@H]3O)cc1C2=O
  -1, 2
(59) Cc1noc(C)c1S(=O)(=O)Nc1ccc2c(c1)C(=O)N([C@H](C)CO)C[C@@H](C)[C@H](CN(C)Cc1ccc(C(F)(F)F)cc1)O2
  -1, .
(60) Cc1noc(C)c1S(=O)(=O)Nc1ccc2c(c1)C(=O)N([C@H](C)CO)C[C@H](C)[C@H](CN(C)S(=O)(=O)c1ccc(Cl)cc1)OCCCC[C@@H](C)O2
  1, .

# Carrying on:
# Fields: STK33 kin inh, mut p53 react
(61) CCOC(=O)Cc1nc(OCC(=O)c2ccc(F)cc2)cs1
  ., 9
(62) C=C1CCC2[C@](C)(CCC[C@]2(C)C(=O)O)[C@H]1CC/C(C)=C/C(=O)O (some centres undefined)
  -2, -11
(63) C[C@@H]1CN([C@H](C)CO)C(=O)c2cccc(NC(=O)c3ccc(-c4nccs4)cc3)c2O[C@@H]1CN(C)CC1CC1
  ., 3
(64) COc1ccc(-c2nc3c(c(SC)n2)COC(C)(C)C3)cc1
  ., -9
(65) COc1ccc(Cl)cc1NC(=O)CSc1nnnn1-c1ccc(C(=O)O)cc1
  4, -10
(66) Cc1cc(I)ccc1NC(=O)Cn1ccc([N+](=O)[O-])n1
  -1, 35
(67) O=c1c2ccccc2cnn1Cc1n[nH]c(=S)n1-c1ccc2c(c1)OCCO2
  1, 6
(68) Cc1noc(C)c1S(=O)(=O)N(C)C[C@H]1Oc2ccc(NS(=O)(=O)c3cccs3)cc2CC(=O)N([C@H](C)CO)C[C@H]1C
  -2, 0
(69) O=C(CSc1ncn[nH]1)Nc1ccc(-c2nc3ccccc3s2)cc1
  2, -13
(70) C[C@@H]1CCCCO[C@@H](CN(C)C(=O)c2ccncc2)[C@H](C)CN([C@@H](C)CO)C(=O)c2cc(NC(=O)CCC(F)(F)F)ccc2O1
  ., -10
(71) Cc1nc(-c2cc(C#N)c(SCCNC(=O)c3ccc(Cl)cc3Cl)nc2C)cs1
  -2, .
(72) C[C@@H]1CCCCO[C@H](CN(C)C(=O)Nc2ccccc2)[C@H](C)CN([C@@H](C)CO)C(=O)c2cc(NC(=O)Cc3ccccc3)ccc2O1
  ., -9
(73) CN1C(=O)C(CC(=O)Nc2ccc(Cl)cc2)N(Cc2ccco2)C1=S (centres undefined)
  1, 15
(74) C[C@@H]1CN([C@@H](C)CO)C(=O)c2cc(NC(=O)NC3CCCCC3)ccc2O[C@H]1CN(C)Cc1ccc2c(c1)OCO2
  ., -2
(75) O=C1NCc2c1c1c3ccccc3[nH]c1c1[nH]c3ccccc3c21
  64*, -10
(76) CN(C)CCCNC(=O)[C@@]1(c2ccc([N+](=O)[O-])cc2)CC(=O)N(CC23CC4CC(CC(C4)C2)C3)[C@@H]1c1ccc(CO)cc1
  8, .
(77) C[C@H](CO)N1C[C@H](C)[C@H](CN(C)C)OCCCC[C@H](C)Oc2ccc(NC(=O)Nc3ccc4c(c3)OCO4)cc2C1=O
  ., 0
(78) Cc1noc(C)c1NC(=O)Nc1cccc2c1O[C@@H](CN(C)C)[C@H](C)CN([C@@H](C)CO)C2=O
  ., -12
(79) C[C@@H]1CCCCO[C@@H](CN(C)C(=O)c2ccccc2)[C@@H](C)CN([C@H](C)CO)C(=O)c2cc(NS(=O)(=O)c3ccccc3)ccc2O1
  6, -3
(80) COc1ccc(S(=O)(=O)Nc2ccc3c(c2)CC(=O)N([C@@H](C)CO)C[C@@H](C)[C@@H](CN(C)CC2CCCCC2)O3)cc1
  2, .
(81) O=S(=O)(Nc1ncccn1)c1ccc(NC(=S)Nc2ccc3c(c2)CCC3)cc1
  -5, 19
(82) COc1ccc(NC(=O)CS(=O)(=O)Cc2ccccc2)c([N+](=O)[O-])c1
  1, 16
(83) C[C@H]1CN([C@@H](C)CO)C(=O)c2cccc(NS(=O)(=O)c3cccs3)c2O[C@@H]1CN(C)C(=O)Nc1cccc2ccccc12
  ., -8
(84) CCN(CC(=O)Nc1cccc([N+](=O)[O-])c1)S(=O)(=O)c1ccc(Br)cc1
  -3, -5
(85) O=C(O)c1ccc2c3c1cccc3c(=O)n1c3ccccc3nc21
  70*, .
(86) CS(=O)(=O)N(CC(=O)Nc1cccc(Br)c1)c1ccccc1F
  0, 7

# Ordered by count of non-hydrogen atoms (low to high): 11 of the compounds above
# Fields: STK33 kin inh, mut p53 react
(27) OC(COc1ccccc1F)Cn1cnc2ccccc21 (centres undefined)
  1, 45
(9) Cc1nn(CC(=O)Nc2ccc(C#N)cc2)c(C)c1[N+](=O)[O-]
  -1, 1
(46) CC(NS(=O)(=O)c1ccc(F)cc1)C(=O)Nc1ccc(C(N)=O)cc1 (centres undefined)
  3, -9
(65) COc1ccc(Cl)cc1NC(=O)CSc1nnnn1-c1ccc(C(=O)O)cc1
  4, -10
(51) Cc1nnc2sc(-c3ccccc3NC(=S)NC(=O)CC34CC5CC(CC(C5)C3)C4)nn12
  7, 0
(13) COc1ccc(C(=O)CSc2nnc(-c3ccc(OC)c(OC)c3)n2-c2ccc(C)cc2)cc1
  1, 5
(52) C[C@H](CO)N1C[C@H](C)[C@@H](CN(C)C(=O)Nc2ccc(-c3cccs3)cc2)OCc2cnnn2CCCC1=O
  -2, .
(36) Cc1noc(C)c1S(=O)(=O)N(C)C[C@@H]1Oc2ccc(NC(=O)CCCN(C)C)cc2C(=O)N([C@@H](C)CO)C[C@@H]1C
  ., 1
(80) COc1ccc(S(=O)(=O)Nc2ccc3c(c2)CC(=O)N([C@@H](C)CO)C[C@@H](C)[C@@H](CN(C)CC2CCCCC2)O3)cc1
  2, .
(77) C[C@H](CO)N1C[C@H](C)[C@H](CN(C)C)OCCCC[C@H](C)Oc2ccc(NC(=O)Nc3ccc4c(c3)OCO4)cc2C1=O
  ., 0
(37) C[C@@H]1CCCCO[C@H](CN(C)S(=O)(=O)c2ccccc2)[C@@H](C)CN([C@H](C)CO)C(=O)c2cc(NC(=O)c3ccncc3)ccc2O1
  -1, .

# The list is partial. The share of hits here may be higher or lower than overall.
